MPTP block – blocks calcium-induced mitochondrial swelling | isolated mouse mitochondria, Ca2+ swelling absorbance, 30 min | inhibition, % at 10 µM | hit rate 1.4% among 360,000;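 active = inhibition of 50% or more, scaled per plate between neutral and stimulator controls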;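 also: 0% = DMSO wells given calcium and 100% = 1 mM EGTA wells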
* hit, by the source's call.

MPTP block | Structure
-0.4 | COc1nc(=O)n(C2C=CC(=O)O2)cc1F (stereo unspecified)
11 | OC(c1ccc(Cl)c(F)c1)c1ncc(-c2ccccc2Cl)[nH]1 (stereo unspecified)
-0.6 | FC(F)C(F)(F)Oc1cccc(Nc2nccn3c(-c4cccc5ccccc45)cnc23)c1
-0.1 | O=C(O)CSc1ccn(Cc2ccccc2)c1
1.3 | Clc1cccc(-c2cccc3nccn23)c1Cl
0.8 | O=S1(=O)CC(N2CC=CC2)CN1C1CCCCC1 (stereo unspecified)
1.5 | COc1ccc(CC(N)c2csc(Nc3ncccn3)n2)cc1 (stereo unspecified)
0.0 | CCOC(=O)C1(C)CCCCCN1C(=O)c1ccc(OC)c(C(F)(F)F)c1 (stereo unspecified)
-0.4 | COc1cc(CNc2ncnc3c2ncn3[C@H]2CN(Cc3ccc(C(=O)O)cc3)C[C@@H](CO)O2)cc(OC)c1OC
-1.4 | c1ccc2c(c1)COc1c3ncccc3nn1-2
-0.4 | C[C@@H]1CN([C@@H](C)CO)C(=O)CCCn2cc(nn2)CO[C@H]1CN(C)C(=O)c1cc(-c2ccccc2)on1
-3.1 | O=C(COC(=O)c1ccc(F)cc1F)Nc1ccc(S(=O)(=O)N2CCOCC2)cc1
-1.5 | COc1cccc(-c2ccc3c(c2)O[C@@H](CN(C)C(=O)C2CCOCC2)[C@H](C)CN([C@H](C)CO)S3(=O)=O)c1
-2.8 | Cc1cccc(C)c1Cn1c(C)c(C(=O)NCc2ccccc2C(F)(F)F)sc1=O
-0.8 | C[C@H]1C(=O)N(C)CCN1C(=O)c1ccc(OC2CCN(CCc3ccccc3)CC2)cc1
0.5 | CC(=O)N1CCN(C(c2ccccc2)c2nnnn2C(C)(C)C)CC1 (stereo unspecified)
0.5 | CCC(c1nnnn1-c1ccc2c(c1)OCCO2)N1CCN(C(C)=O)CC1 (stereo unspecified)
-2.0 | CNC(=O)C[C@@H]1CC[C@@H]2[C@H](COC[C@H](O)CN2S(=O)(=O)c2ccccc2Cl)O1
0.6 | COc1ccc(C(=O)c2[nH]c(N)c(C(=O)NCCc3c[nH]c4ccccc34)c2-c2c(F)cccc2Cl)cc1
-0.1 | CN1OC[C@@H]2CN[C@H](c3cccc(N4CCOCC4)c3)C[C@@H]21
0.4 | CC1=C(C(=O)N2CCOCC2)CC(CC(=O)NCC2CCCCC2)C(=O)N1CCC1=CCCCC1 (stereo unspecified)
-1.3 | O=S1(=O)CC(N2CCSCC2)CN1Cc1cn(Cc2ccccc2)nn1 (stereo unspecified)
-1.5 | C[C@H](CO)N1C[C@H](C)[C@@H](CN(C)Cc2ccccc2)OCCCC[C@H](C)Oc2ccc(N(C)C)cc2C1=O
12 | COC(=O)[C@@]12C[C@@H](CC(=O)N3CCCC3)C(=O)N(CCc3ccc(OC)c(OC)c3)C1=CCC(C)(C)C2
0.6 | FC(F)(F)C(F)(F)c1nc2nc(Cl)c(Cl)nc2[nH]1
0.1 | CCCn1cnnc1CNC(=O)[C@H]1O[C@@H](n2cnc3c(N)ncnc32)[C@H](O)[C@@H]1O
-0.4 | CC1(C(=O)NS(=O)(=O)c2ccc(Br)cc2)CCN1C(=O)c1cccc(F)c1 (stereo unspecified)
-0.6 | CCc1nc2c(OCc3ccc(Cl)cc3Cl)cccn2c1N(C)C(=O)CC(C)C
2.3 | CC1(C(=O)NS(=O)(=O)c2ccc3c(c2)CCO3)CCN1C(=O)C1(c2ccc(Cl)cc2)CCC1 (stereo unspecified)
0.5 | COc1cc(Nc2ncc3c(n2)CCN(C(=O)Nc2ccc(C(C)C)cc2)C3)cc(OC)c1OC

Brought forward from above: 2 compounds; new compounds follow.
MPTP block | Structure
2.3 | CC1(C(=O)NS(=O)(=O)c2ccc3c(c2)CCO3)CCN1C(=O)C1(c2ccc(Cl)cc2)CCC1 (stereo unspecified)
0.5 | COc1cc(Nc2ncc3c(n2)CCN(C(=O)Nc2ccc(C(C)C)cc2)C3)cc(OC)c1OC
-3.1 | CCN1C(=O)[C@H]2[C@@H](c3ccc(OC)cc3)N[C@]3(CCCN(CC4CCCCC4)C3=O)[C@H]2C1=O
20 | OC(c1ccc(Cl)c(Cl)c1)c1ncc(-c2ccccc2F)[nH]1 (stereo unspecified)
-1.3 | CCCS(=O)(=O)NC(=O)C1(C)CCCN(C(=O)c2cc(C(C)(C)C)nn2C)C1 (stereo unspecified)
-1.2 | CCCCCC(=O)N1C[C@H](n2cc(C3CC3)nn2)[C@@H](O)C[C@@H]1c1ccc(Cl)cc1
-1.3 | C[C@@H]1CCCCO[C@@H](CN(C)Cc2ccc(Cl)c(Cl)c2)[C@@H](C)CN([C@H](C)CO)C(=O)c2cc(NC(=O)Nc3ccccc3)ccc2O1
-1.8 | COC(=O)C[C@H]1C[C@@H]2c3cc(NC(=O)CN(C)C)ccc3O[C@@H]2[C@H](CO)O1
-0.3 | CC1=C(C(=O)N(C)C)CC(CC(=O)NCCc2ccccn2)C(=O)N1CCC1=CCCCC1 (stereo unspecified)
0.5 | CS(=O)(=O)c1ccc(Cl)c(NC(=O)c2ccc(-n3cncn3)c([N+](=O)[O-])c2)c1
-0.8 | CC1(C(=O)NS(=O)(=O)Cc2cccc(Cl)c2)CCN1C(=O)c1cccc(F)c1 (stereo unspecified)
47 | O=S(c1cc(Cl)cc(Cl)c1O)c1cc(Cl)cc(Cl)c1O
-0.7 | CC1NC(=O)c2cccnc2-n2c1nc1cc(F)c(F)cc1c2=O (stereo unspecified)
-2.9 | CCc1nc2ccc(C(=O)NCCNC(C)=O)cn2c1N(CC)CCOC
28 | COc1cccc(COC(=O)C(Cc2ccccc2)NC(=O)c2ccco2)c1 (stereo unspecified)
-1.4 | Cc1ccc2nc(-c3ccc(Cl)cc3)c(CC3CCCCC3)n2c1
-0.2 | CCOC(=O)C1=C(c2ccccc2)N=c2sc(=Cc3cc(OC)c(OC)c(OC)c3)c(=O)n2C1c1cccs1 (stereo unspecified)
0.2 | Cc1ccc(S(=O)(=O)N(C)C[C@@H]2OCc3cn(nn3)CCCC(=O)N([C@H](C)CO)C[C@H]2C)cc1
1.9 | O=C(c1ccc(-c2ccccc2)cc1)N1CCN(c2ccc3c(c2)C2CC3CCN2C(=O)OCc2ccccc2)CC1 (stereo unspecified)
-1.2 | COc1ccc(-c2nc3c(C)cc(Br)cn3c2Cc2ccc(C)cc2)cc1OC
-0.7 | CN(Cc1ccccc1)C(=O)C(=O)c1ccccc1
0.3 | COc1ccc(C(=O)N2CCCC2(C)C(=O)NCC(C)C)cc1C(F)(F)F (stereo unspecified)
1.1 | O=C(Nc1ccc2c(c1)OCO2)c1cc(C2CCCCN2S(=O)(=O)c2ccccc2)on1 (stereo unspecified)
-1.1 | CCCCCC(=O)N1C[C@@H](n2cc(C3CC3)nn2)[C@H](O)C[C@@H]1c1ccc(OC)cc1
-3.2 | CCOC1=C2[C@@H](CN(S(=O)(=O)c3ccc(C)cc3)[C@H]2c2cccc3ccccc23)[C@H]2C(=O)N(C)C(=O)[C@H]2C1
2.9 | O=C(Nc1ccc2c(c1)OCCO2)C(C1CC1)n1c(=O)c(-c2cc3ccccc3[nH]2)nc2ccccc21 (stereo unspecified)
0.6 | Cc1ccc2nc(C3CCCCC3)c(Cc3ccccc3C(F)(F)F)n2c1
-1.6 | Cc1nc2ccccn2c(=O)c1NC(=O)c1ccc(Br)o1
-1.0 | COC(=O)C[C@H]1C[C@H]2c3cc(NC(=O)CC4CC4)ccc3O[C@H]2[C@H](CO)O1
-0.9 | CC(=O)Nc1cncc(-c2cccc(N(C)C)c2)n1
0.8 | N#Cc1cnn(-c2cc(Cl)ccc2Cl)c1N
0.7 | COC(=O)C1CCN(C2CN(C3CCCCC3)S(=O)(=O)C2)CC1 (stereo unspecified)
2.7 | CC(C)Nc1nc(NCc2ccccc2)c2sccc2n1
0.6 | Cc1nc2c(OCc3ccc(C#N)cc3)cccn2c1N(C)Cc1cccs1
-0.2 | Cc1ccc(S(=O)(=O)N2CCOCC2)cc1C(=O)OCC(=O)Nc1ccc(Cl)cn1
0.2 | COC(=O)c1ccc2nc(-c3ccc(F)cc3)c(CC3CCCCC3)n2c1
-0.3 | O=C1NC[C@@H](CCCCN2CCN(CC3CCCCC3)C(=O)C2=O)N(CC2CCCCC2)C1=O
-1.6 | COC(=O)[C@@]12C[C@@H](CC(=O)NCC34CC5CC(CC(C5)C3)C4)C(=O)N(Cc3ccc4c(c3)OCO4)C1=CCC(C)(C)C2
-1.1 | CC1(Oc2cccc(F)c2)CCN(Cc2ccccc2OC(F)F)C1 (stereo unspecified)
-2.1 | CC(=O)Nc1cc(-c2ccc(N)nc2)cn2c(-c3cccc(C(F)(F)F)c3)cnc12
-1.9 | COc1ccccc1OCCSc1nc2ccccc2n1CC(=O)O
-0.3 | C=CCn1c(C)nnc1SCC(=O)N1c2ccccc2NC(=O)C1(C)C
1.0 | CC1(C(=O)NS(=O)(=O)Cc2cccc(Cl)c2)CCN1C(=O)c1ccc(C2CCCCC2)cc1 (stereo unspecified)
-0.1 | CCCNC(=O)C1(C)CCCN(CCC(=O)c2ccccc2)C1 (stereo unspecified)
-0.3 | CC(C)NC(=O)c1cc(-c2ccc(F)cc2OC(C)C)n[nH]1
0.6 | Cc1ccc(S(=O)(=O)N2CCC(=O)N([C@H](COCc3ccccc3)C(C)C)CC2)cc1
-1.1 | O=C(OCc1cn([C@@H]2C[C@H](c3ccccc3)N(C(=O)C3CCCCC3)C[C@H]2O)nn1)c1ccccc1
0.2 | C=Cc1ccc(Cn2c(C)c(C(=O)NCc3ccccc3C(F)(F)F)sc2=O)cc1
-0.1 | CN1CCN(c2ccc3c(c2)OC[C@@H](Cc2ccccc2)NS3(=O)=O)CC1
-0.3 | C=CCN(CC=C)Cc1cc(=O)oc2cc(C)cc(C)c12
1.9 | CC(=O)Nc1cccc(-c2nc3ccccc3n2C(C)C(=O)NC(C)(C)C)c1 (stereo unspecified)
-0.4 | CC1=C(C(=O)N(C)C)CC(CC(=O)NCc2cccs2)C(=O)N1CCCN1CCCC1=O (stereo unspecified)
-0.5 | C[C@@H]1CN([C@H](C)CO)S(=O)(=O)c2ccc(Br)cc2O[C@H]1CN(C)C(=O)C1CC1
-1.6 | CC(C)(C)c1ccc(C(=O)NCc2nnc(SCC(=O)N3CCCC3)o2)cc1
0.1 | COc1ccc(NC(=O)c2cc(C3CCCCN3C(=O)c3cc(F)ccc3C)on2)c(C)c1 (stereo unspecified)
-2.6 | COc1ccc([C@H]2C[C@@H](n3cc(C4CC4)nn3)[C@H](O)CN2C(=O)c2cccs2)cc1
1.1 | COC[C@H]1CCCN1c1ccc2c(c1)O[C@H](COCc1ccccc1)CN([C@H](C)c1ccccc1)S2(=O)=O
-0.2 | O=C(NCCN1CCOCC1)C(=O)NCC1OCCN1S(=O)(=O)c1ccc(Cl)cc1 (stereo unspecified)
0.6 | CCCc1c(-c2ccccc2)ncn1Cc1ccccc1OC
-2.1 | C1CCN(CCC2CCCCN2)CC1 (stereo unspecified)
0.8 | CC(C)(C)OC(=O)N1CCC[C@H]1C(=O)N1CCC[C@H]1C(=O)NCc1ccc(F)cc1F
-1.6 | O=C(NCCS(=O)(=O)N1CCN(C(=O)c2ccco2)CC1)c1ccccc1

More results:
MPTP block | Structure
1.3 | COc1ccc(C(=O)Nc2c(F)c(F)c(F)c(F)c2F)cc1OC
-1.5 | COc1ccccc1-c1cn(CC[C@H]2CC[C@@H](NS(=O)(=O)c3ccccc3C)[C@@H](CO)O2)nn1
5.0 | COc1cc(N=Nc2ccc(Br)cc2)cc(C=O)c1O
-0.2 | OC[C@@H]1CN(Cc2ccc(-c3ccccc3)cc2)C[C@H](n2cnc3c(NC4CC4)ncnc32)O1
-1.5 | Cc1ccc(C(=O)OCC(=O)Nc2c(C)nn(-c3ccccc3)c2C)c(O)c1
0.7 | COC(=O)[C@@]1(C(C)C)N=C(c2cc(OC)c(OC)c(OC)c2)[C@]2(O1)C(=O)Nc1ccccc12
-1.5 | CN(C)c1ccc(Cl)c(NC(N)=S)c1
3.1 | Cc1ccccc1NC(=O)Nc1nc(C(N)Cc2ccccc2)cs1 (stereo unspecified)
0.0 | CC1(C(=O)Nc2ccc3c(c2)OCCO3)CN(S(C)(=O)=O)CC(=O)N1CC(F)(F)F (stereo unspecified)
-1.2 | COc1cccc(Cn2cnc(-c3ccccc3OC)c2-c2cccs2)c1
0.5 | Cc1ccc(S(=O)(=O)N2[C@H](CC(=O)c3ccc(Cl)c(Cl)c3)OC[C@@H]2C(C)C)cc1
0.0 | Nc1ccc(Cl)cc1C(=O)c1ccc[nH]1
0.6 | CCCN(C)C1CN(Cc2cn(Cc3cc(C)cc(C)c3)nn2)S(=O)(=O)C1 (stereo unspecified)
1.7 | COc1cc(OC)cc(-c2c(Sc3ccccc3)c3cc(-c4ccc5c(c4)OCCO5)ccc3n2C)c1
0.1 | Cc1noc(C)c1C(=O)N1CCC1(C)C(=O)NS(=O)(=O)c1cccc(Cl)c1 (stereo unspecified)

Next part, starting with the last six of the part before.
MPTP block | Structure
-1.2 | COc1cccc(Cn2cnc(-c3ccccc3OC)c2-c2cccs2)c1
0.5 | Cc1ccc(S(=O)(=O)N2[C@H](CC(=O)c3ccc(Cl)c(Cl)c3)OC[C@@H]2C(C)C)cc1
0.0 | Nc1ccc(Cl)cc1C(=O)c1ccc[nH]1
0.6 | CCCN(C)C1CN(Cc2cn(Cc3cc(C)cc(C)c3)nn2)S(=O)(=O)C1 (stereo unspecified)
1.7 | COc1cc(OC)cc(-c2c(Sc3ccccc3)c3cc(-c4ccc5c(c4)OCCO5)ccc3n2C)c1
0.1 | Cc1noc(C)c1C(=O)N1CCC1(C)C(=O)NS(=O)(=O)c1cccc(Cl)c1 (stereo unspecified)
-0.6 | C[C@H]1COc2cc(N3CCC[C@@H]3CO)ccc2S(=O)(=O)N1
-0.9 | O=C(NCc1cccs1)c1ccc2sc([C@H]3C[C@H](O)[C@@H](CO)O3)nc2c1
-1.6 | COc1ccccc1-c1ccc([C@@H]2C[C@H]3[C@@H](CN2)CON3C)cc1
-1.8 | CC(C)(C)N1C(=O)c2ccccc2NC(=O)C1C(=O)NCc1ccco1 (stereo unspecified)
-0.4 | c1ccc2c(-c3nc4ccccc4[nH]3)cccc2c1
-0.4 | c1coc(-c2cnc3ccccc3n2)c1
-1.1 | COc1cccc(CN(C)C[C@H]2OCc3cnnn3CCCC(=O)N([C@@H](C)CO)C[C@@H]2C)c1
-0.2 | Cc1cccc(-c2cnc3cccnn23)c1
-0.7 | O=P1(O)CC2=C(CC=CC2)C1

Only part of the results is shown; the hit share may differ from the screen's.
